# Abeta yeast res – qHTS for compounds that reverse cellular toxicity of Amyloid beta (A-beta) peptide in yeast: Primary Screen; hit rate 0.063% among 410,000; Potency, µM (top dose mostly 46.1 µM), without a hit: at the top dose growth rescue, usual class: activators; yeast expressing A-beta42, growth rescue, OD600, 48 h; response scale: 0% DMSO, 100% iron-clioquinol control; note: potency is the fitted concentration of half-maximal effect; nearly all actives have a fitted effect of over 55% in size
#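 Yeast A-beta toxicity model in growth medium with pinned compounds, 48 h at 30 C; growth read as absorbance at 600 nm. Normalized to FeCl3/clioquinol equimolar mix (positive) and DMSO (negative).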
# GLP1R cytotox – qHTS of GLP-1 Receptor Inverse Agonists: Cytotox Screen. hit rate 0.13% among 410,000. AID 624418, 2012. Potency, µM (doses to about 38.3 µM), for the others: at the highest dose activity change, negative = inhibition, actives largely listed as inhibitors. HEK293 cAMP-luciferase reporter cells, luminescence, 24 h;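 note: loss of luciferase light is scored as toxicity; potency is the fitted concentration of half-maximal effect; % is set by controls: 0 for no effect and ±100 for the full control effect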
#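 Here, cytotoxicity is scored as loss of luminescence. The MLSMR collection was tested on cells seeded in medium containing 10% Nu serum, with a 24 hr compound exposure preceded by 12 hours of culture.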
# Akt phos inh – HTS Assay for Inhibitors of Akt Phophorylation: Primary Screen; activity change, % for hits at 50 µM; Neuro2A IGF-stimulated pAkt S473 HTRF, 20 min; stronger effect = lower value; hit rate 0.32% among 360,000; in the data active = activity change below about -80%; inconclusive = mostly about -51% to -80%; note: % is set by controls: 0 for no effect and ±100 for the full control effect
#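 Single-point screen (50 µM final compound) in Neuro2A cells stimulated 20 min with 6 nM IGF at 37 deg C. After lysis, Ser473-phosphorylated Akt read by HTRF (ex 330 nm, em 615/665 nm) as the 665/615 ratio.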
# TDP43 rescue – qHTS of TDP-43 Inhibitors | TDP-43 expressing yeast growth rescue, BacTiter-Glo, 24 h | hit rate 1.8% among 410,000 | Potency, µM (series often up to 46.1 µM), inactives show at the top dose growth rescue (activation), actives largely listed as activators; note: potency is the fitted concentration of half-maximal effect; % of control where 0% means no effect; nearly all actives have a fitted effect of over 50% in size
#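 Luminescence from BacTiter-Glo reports growth of TDP-43-expressing yeast after 24 hr at 30 deg C with compound. Cells were raffinose-pregrown to mid-log, then seeded in galactose medium at OD600=0.02.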
# GLP1R inv ag – qHTS of GLP-1 Receptor Inverse Agonists (Inhibition Mode). Glucagon-like peptide 1 receptor (Homo sapiens), P43220. HEK293 GLP-1R CRE-luciferase, luminescence, 24 h; GLP-1R form is constitutively active. Potency, µM (doses to about 38.3 µM), without a hit: top-dose activity change, negative = inhibition, actives largely listed as inhibitors. hit rate 1.6% among 410,000; note: potency is the fitted concentration of half-maximal effect; % is set by controls: 0 for no effect and ±100 for the full control effect; nearly all actives have a fitted effect of over 55% in size
# Target sequence (P43220 whole entry, looked up): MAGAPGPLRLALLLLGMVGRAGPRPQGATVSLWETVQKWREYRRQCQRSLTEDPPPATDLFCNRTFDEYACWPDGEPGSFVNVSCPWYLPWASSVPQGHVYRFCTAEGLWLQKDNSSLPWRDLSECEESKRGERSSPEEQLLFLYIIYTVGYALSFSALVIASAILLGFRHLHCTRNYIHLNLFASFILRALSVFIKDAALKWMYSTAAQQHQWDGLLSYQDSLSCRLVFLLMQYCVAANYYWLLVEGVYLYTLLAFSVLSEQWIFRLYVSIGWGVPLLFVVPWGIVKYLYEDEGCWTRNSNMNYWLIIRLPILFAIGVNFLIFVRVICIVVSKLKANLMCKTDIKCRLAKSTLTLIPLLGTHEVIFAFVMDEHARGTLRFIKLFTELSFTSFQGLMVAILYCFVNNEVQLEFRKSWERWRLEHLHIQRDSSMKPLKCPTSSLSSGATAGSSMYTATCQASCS
#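 Using stably transfected HEK293 (constitutively active GLP-1R, cAMP-luciferase reporter), compounds were incubated 24 hr and luciferase measured by luminescence.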
# aSyn rescue – qHTS of alpha-syn Inhibitors; Potency, µM (doses to about 46.1 µM), for the others: top-dose growth rescue (activation), most hits filed as activators; AID 652106, 2013; Yeast expressing alpha-synuclein, growth rescue, BacTiter-Glo, 24 h; hit rate 0.14% among 370,000; note: potency is the fitted concentration of half-maximal effect; % of control where 0% means no effect; nearly all actives have a fitted effect of over 65% in size
#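 Rescue of yeast growth: cells expressing toxic alpha-synuclein, induced in galactose at OD600 0.02, incubated with compound 24 h at 30 C. ATP luminescence quantified growth; inhibitors of toxicity appear as activators.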
# Mm-Cpn inhibitor – Inhibitors of TCP-1 ring complex (TRiC) of Methanococcus maripaludis (MmCpn): qHTS; Chaperonin Mm-Cpn (Methanococcus maripaludis); purified Mm-Cpn ATPase, ADP Transcreener TR-FRET; Potency, µM (highest dose often 76.9 µM), inactives show at the top dose activity, negative = inhibition, actives largely listed as inhibitors; hit rate 0.031% among 330,000; note: potency is the fitted concentration of half-maximal effect; % is set by controls: 0 for no effect and ±100 for the full control effect; nearly all actives have a fitted effect of over 80% in size
#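 Reaction buffer contained 30 mM Tris pH 7.4, 100 mM KCl, 5 mM MgCl2 and 1 mM DTT. Mm-CPN (25 nM final) hydrolysed 10 uM ATP over 30 min at 37°C; ADP was read by HTRF.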
# FUS yeast rescue – qHTS for Suppressors of FUS Proteinopathy: Primary screen using FUS-linked yeast assay; hit rate 0.24% among 390,000; Potency, µM (highest dose often 76.6 µM), for inactives: at the top dose growth rescue (activation), actives largely listed as activators; S. cerevisiae FUS-expressing, growth rescue, OD600, 24 h; AID 1347120, 2019;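 note: potency is the fitted concentration of half-maximal effect; plate controls were DMSO vehicle for no effect and reference control for full effect; nearly all actives have a fitted effect of over 55% in size; some results filed as inactive show a strong effect at the top dose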
#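 Toxicity suppression screen in FUS-yeast. Cells induced with 2% galactose, starting OD 0.005, treated 24hr at 30C with compounds at multiple final concentrations; growth by OD600.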
# PTHR1 agonist – qHTS for PTHR1 Agonists: Primary Screen. HEK293 GP2 PTHR1 cells, GloSensor cAMP luminescence, 1 h. Potency, µM (top dose mostly 115 µM), for the others: at the top dose activation, most hits filed as activators. hit rate 0.075% among 410,000; note: potency is the fitted concentration of half-maximal effect; nearly all actives have a fitted effect of over 55% in size; some results filed as inactive show a strong effect at the top dose; inactives centre near -15; many of its hits are not listed in these tables
# Target sequence (Q03431 whole entry, looked up): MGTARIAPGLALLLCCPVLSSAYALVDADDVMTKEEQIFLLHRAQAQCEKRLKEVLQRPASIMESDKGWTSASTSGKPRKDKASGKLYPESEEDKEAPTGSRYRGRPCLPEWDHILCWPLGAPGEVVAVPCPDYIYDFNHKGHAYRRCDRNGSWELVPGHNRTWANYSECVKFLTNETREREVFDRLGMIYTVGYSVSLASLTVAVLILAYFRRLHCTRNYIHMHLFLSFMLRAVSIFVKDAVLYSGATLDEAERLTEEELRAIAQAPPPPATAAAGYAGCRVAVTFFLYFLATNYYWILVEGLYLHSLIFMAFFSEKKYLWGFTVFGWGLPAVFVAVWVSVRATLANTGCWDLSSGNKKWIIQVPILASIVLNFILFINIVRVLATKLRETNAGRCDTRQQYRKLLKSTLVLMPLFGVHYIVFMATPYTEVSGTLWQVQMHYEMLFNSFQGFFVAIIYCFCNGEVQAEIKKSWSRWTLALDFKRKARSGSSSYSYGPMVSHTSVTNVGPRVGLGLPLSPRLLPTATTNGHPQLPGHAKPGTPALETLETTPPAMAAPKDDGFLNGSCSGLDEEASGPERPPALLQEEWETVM
#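 HEK-293-derived GP2 cells expressing PTHR1 and a GloSensor cAMP reporter, 3,000/well, plated overnight, given luciferin plus IBMX (each 0.5 mM as added) for 1 h at 37 °C, then compound for 1 h at 37 °C. Luminescence was read after 15 min at room temperature.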
# Starred values were filed as active, the others as inactive; i = inactive; ? = inconclusive; / = not tested or not shown; & = joins results of further samples; [ ] = another dose, or the depositor's remark. Unless noted, calls come from the whole dose curve; as a rule, active = well fitted curve in the direction sought with a large enough effect; inconclusive = small, poorly fitted or top-dose-only effect, or another doubt; inactive = no such curve, though single readings can be large; an effect the other way counts as inactive or inconclusive. This is a subset; count on the stated rates, not on these rows.
SMILES,Abeta yeast res,GLP1R cytotox,Akt phos inh,TDP43 rescue,GLP1R inv ag,aSyn rescue,Mm-Cpn inhibitor,FUS yeast rescue,PTHR1 agonist
CC(=O)N1CCc2c(sc3c2c(=O)n(-c2ccccc2)c(=O)n3Cc2cccc(C(F)(F)F)c2)C1,-5.3%,-13.4%,/,2.6%,3.7%,/,/,38.9%,i
O=C(Cn1cnc([N+](=O)[O-])n1)N/N=C/c1ccccc1O,3.5%,-18.8%,i,2.2%,?,-7.2%,-0.3%,10.9%,-14.7%[57.5 µM]
COc1ccc2c(c1)CC(C(=O)Nc1cc(OC)c(OC)c(OC)c1)CO2 (stereo not given),12.3%,12.1%,/,0.0%[9.22 µM],-8.3%,/,/,4.7%,-11.6%
CCOC(=O)c1c(NC(=O)COc2cccc(C)c2C)sc2c1CCCCC2,-2.6%,-15.4%,/,18.9%,1.7%,/,/,-5.9%,i
CC(C)CN(C(=O)COC(=O)CSc1ccc(Br)cc1)C1CCS(=O)(=O)C1 (stereo not given),6.0%,8.2%,i,17.1%,18.4%,-6.4%,-0.2%,14.2%,i
COc1ccc(C)cc1NC(=O)c1nn(C)c(C(=O)Nc2cc(C)ccc2OC)c1[N+](=O)[O-],6.6%,3.0%,i,12.8%,-2.9%,-6.8%,-0.3%,3.4%,-16.4%
COc1ccc(-n2c(CN3CCN(c4ccccn4)CC3)nc3ccc([N+](=O)[O-])cc3c2=O)c(OC)c1,10.2%,-8.0%,i,8.4%,-2.7%,-3.4%,-1.3%,16.5%,-38.8%[inhibitor]
CC(Oc1ccc2c3c(c(=O)oc2c1)CCC3)C(=O)NCc1ccccn1 (stereo not given),-22.9%,0.4%,i,-25.7%,15.6%,-3.9%,-2.7%,10.5%,i
CC(=O)c1ccc(NC(=S)N2c3ccccc3CC2C)cc1 (stereo not given),-2.6%,-1.7%,i,15.8µM*,-27.6%,?,-0.6%,10.0%,-27.9%
CCn1c(SCC(=O)N2CCCc3ccccc32)nnc1-c1ccco1,-6.5%,-4.2%,i,-1.2%,0.0%,-1.3%,0.0%,6.4%,i
O=C1CC[C@H](O)CCN1[C@H](CSc1ccc(Br)cc1)Cc1ccccc1,-1.1%,11.5%,i,-2.7%,?,12.0%,-2.4%,19.6%,-20.9%
Cc1ccc(-n2c(C)c([N+](=O)[O-])c3ccc(O)c(CN(C)C)c32)cc1,4.6%,?,i,-5.0%,?,-1.3%,0.7%,21.5%,i
O=C1C2C3C=CC(C4CC34)C2C(=O)N1CCCCN1CCN(c2ccc(F)cc2)CC1 (stereo not given),-3.6%,-12.9%,i,6.6%,?,8.2%,/,6.4%,-27.9%
COc1ccc(NC(=S)NC(=NS(=O)(=O)c2ccc(Cl)cc2)c2ccccc2)cc1,?,?,i,5.6%,?,5.7%,1.4%,23.4%,-72.1%[inhibitor]
COc1cccc(CNC(=O)CCC2CCCN(C3CCOCC3)C2)c1 (stereo not given),6.8%,2.5%[7.66 µM],i,25.5%[9.22 µM],-15.8%[7.66 µM],1.2%,-0.8%,-1.6%,-3.9%
COc1ccc(C(=O)Oc2ccc(C(C)=O)cc2)c(OC)c1,-21.9%,-15.2%,i,0.7%,-11.3%,2.3%,-5.8%,7.3%,-12.8%
COc1ccc(C=Nc2cccnc2N)cc1,-3.8%,141.0%[activator],i,5.4%,21.7%,2.5%,-5.5%,15.2%,i
O=S(=O)(NCCO)c1cccc2cccnc12,4.4%,?,i,14.9%,-0.1%,-5.2%,-1.6%,-20.3%,i
COc1ccccc1/C=N/NC(=O)c1ccc(N(C)S(=O)(=O)c2ccccc2)cc1,-20.9%,3.7%,i,-8.2%,-5.1%,-7.8%,1.7%,-1.3%,-15.5%
Cc1ccc(CN(CC(=O)NC2CCCCC2)C(=O)c2csnn2)cc1,5.3%,-4.7%,i,2.6%,-22.4%,8.0%,0.7%,3.2%,-11.9%
CCCN(CCC)CCCNC(=O)CC1Nc2ccccc2NC1=O (stereo not given),0.9%,8.8%,i,10.3%,-3.0%,1.4%,-24.2%,-10.9%,i
O=S(=O)(c1ccc(NC(=S)NCc2cccnc2)cc1)N1CCCCC1,3.7%,-6.5%,i,8.6%,?,-2.3%,-0.4%,5.1%,-8.1%
COc1ccc(-n2c(SCC(=O)Nc3cc(C)on3)nc3c(c2=O)SCC3)cc1OC,-17.7%,6.3%,i,-25.6%,12.0%,-0.6%,0.0%,18.5%,4.9%
COc1ccc2[nH]c(=O)c(CN(Cc3cccnc3)S(=O)(=O)c3ccccc3F)cc2c1,5.3%,-17.5%,i,-8.6%,5.01µM*,6.6%,-3.4%,10.4%,i
CC(C(=O)NCc1cccs1)N1C(=O)c2ccccc2C1=O (stereo not given),-4.8%,-1.6%,i,-4.2%,14.8%,-6.1%,-2.0%,-10.6%,i
O=S(=O)(NCCCCCNS(=O)(=O)c1ccccc1)c1ccccc1,-1.1%,4.4%,i,-4.0%,-17.3%,-6.9%,-1.1%[15.4 µM],-0.4%,-15.0%
CCN1CCN(C(=O)c2cc3ccc(OC)cc3[nH]2)CC1,3.3%,5.4%,i,5.1%,2.1%,-1.2%,0.8%,35.2%,i
CC(=O)c1ccc(N=C2SCCCN2C(=O)C2CCCC2)cc1,5.2%,-3.5%,i,/,-6.2%,9.3%,-1.2%,11.9%,i
COc1ccc(-c2ccc(-c3nnn(CC(C)=O)n3)cc2)cc1,-1.7%,8.2%,i,?,0.0%,-0.8%,-1.2%,8.5%,-15.7%
O=C(CCN1CCN(CCO)CC1)Nc1ccc(Br)cc1,2.8%&2.1%,-1.8%&10.5%,i,12.4%&23.7%,-15.2%&-11.1%,-1.0%,1.1%,-7.9%&2.4%,-21.2%&-22.0%
CCC(=O)NCCc1nc2cc(NC(=O)c3ccc(F)cc3)ccc2n1C,-4.5%,6.5%,i,-0.5%,-11.9%,-1.3%,0.7%,-21.8%,-14.8%
CCc1ccc(-c2nn(CC(=O)NCc3ccccc3)c3c2cnc2ccc(C)cc23)cc1,-16.8%,4.5%,/,20.3%,25.6%,/,/,-18.4%,i
Cc1ccc(NC(=S)NCC(C)CSc2ccc(Cl)cc2)cc1 (stereo not given),-0.6%,5.1%,i,-4.4%,-15.9%,-1.9%,1.8%,-7.9%,i
COc1ccccc1N1CCN(S(=O)(=O)CCNC(=O)c2cccs2)CC1,3.6%,0.8%,i,30.2%,-8.8%,1.3%,/,-16.2%,-23.0%
Cc1ccc(S(=O)(=O)NCCc2csc3nc(-c4ccccc4C)nn23)cc1,11.6%,3.5%,/,?,9.6%,/,/,39.4%,-23.8%
O=C(c1ccc2c(c1)OCO2)C1CCCN(C(=O)Nc2ccc(F)cc2F)C1 (stereo not given),-14.8%,-17.4%,i,?,-13.2%,8.7%,0.1%,8.2%,-81.8%[inhibitor]
Cc1cc(C)n2nc(C(=O)OCC(=O)N(C)Cc3ccccc3)nc2n1,-7.8%,-1.7%,i,-9.7%,44.5%[activator],-1.8%,-1.7%,-1.2%,i
CCOC(=O)C(C(=O)Nc1ccccc1)C1CCCCC1 (stereo not given),?,0.2%,i,1.8%,?,2.9%,1.1%,8.5%,-13.2%[57.5 µM]
CC1CCCCC1NC(=O)CN1C(=O)NC(Cc2ccccc2)(Cc2ccccc2)C1=O (stereo not given),?,-6.0%,i,-20.5%,9.5%,2.6%,-1.0%,/,-22.5%
CN(C)CCNS(=O)(=O)c1ccc(N2CCN(c3ccc(F)cc3)CC2)c([N+](=O)[O-])c1,5.3%,?,i,9.9%,?,5.4%,1.5%,-3.6%,-14.6%
Cn1c(NC(=O)c2ccc(F)cc2)c(-c2cccs2)c(=O)c2ccccc21,19.3%,10.6%,i,-2.5%,-4.7%,-7.8%,-2.8%,2.9%,-1.9%
CC(C)(C)OC(=O)N1CCC(c2c(C(=O)NCCN3CCOCC3)cnn2-c2ccc(F)cc2)CC1,4.7%,5.2%,/,0.0%,11.4%,/,/,8.9%,i
Cc1ccc(NC(=O)CS(=O)CC(=O)N2CCN(c3ccccc3)CC2)cc1 (stereo not given),-9.4%,-1.0%,i,3.7%,-15.4%,-1.5%,1.4%,10.6%,-17.2%
COc1ccc(N2CCN(C(=O)CSc3nnc4c(C)cc5ccccc5n34)CC2)cc1,-4.5%,-20.3%,i,12.4%,-22.9%,12.4%,-0.9%,-6.9%,-34.6%[inhibitor]

# Of the compounds above, these contain bromine.
SMILES,Abeta yeast res,GLP1R cytotox,Akt phos inh,TDP43 rescue,GLP1R inv ag,aSyn rescue,Mm-Cpn inhibitor,FUS yeast rescue,PTHR1 agonist
CC(C)CN(C(=O)COC(=O)CSc1ccc(Br)cc1)C1CCS(=O)(=O)C1 (stereo not given),6.0%,8.2%,i,17.1%,18.4%,-6.4%,-0.2%,14.2%,i
O=C1CC[C@H](O)CCN1[C@H](CSc1ccc(Br)cc1)Cc1ccccc1,-1.1%,11.5%,i,-2.7%,?,12.0%,-2.4%,19.6%,-20.9%
O=C(CCN1CCN(CCO)CC1)Nc1ccc(Br)cc1,2.8%&2.1%,-1.8%&10.5%,i,12.4%&23.7%,-15.2%&-11.1%,-1.0%,1.1%,-7.9%&2.4%,-21.2%&-22.0%

# Bioassay records deposited in PubChem by National Center for Advancing Translational Sciences (NCATS).
